Source: PubChem BioAssay
Vif-A3F inh – blocks the Vif interaction with APOBEC3F | 0.2% of 390,000 active | HeLa A3F-eYFP + Vif (tagged APOBEC3F with the HIV-1 protein that degrades it), YFP fluorescence increase | Potency, µM (series often up to 46.1 µM), without a hit: at the highest dose activity, negative = active; note: potency is the fitted concentration of half-maximal effect; % of control where 0% means no effect; nearly all actives have a fitted effect of over 65% in size
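HeLa cells stably expressing A3F-eYFP plus Vif, plated and incubated overnight at 37 deg C, then exposed to compounds overnight at 37 deg C. Blocked degradation read as raised yellow fluorescence (Ex 488/Em 500-530).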
Vif-A3G inh – inhibitors of Vif-APOBEC3G interaction; Q9HC16; HeLa A3G-eYFP + Vif (tagged APOBEC3G with the HIV-1 protein that degrades it), YFP fluorescence, overnight; 0.076% of 410,000 active; Potency, µM (series often up to 46.1 µM), inactives show top-dose activity, negative = active, usual class: inhibitors; AID 602310;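 note: potency is the fitted concentration of half-maximal effect; % is set by controls: 0 for no effect and ±100 for the full control effect; nearly all actives have a fitted effect of over 60% in size; hits raise eYFP signal because A3G escapes Vif-driven loss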
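HeLa cells stably expressing Vif and C-terminally eYFP-tagged A3G, seeded overnight at 37 deg C, then exposed to compound by pintool overnight at 37 deg C. Rise in yellow fluorescence (Ex 488/Em 500-530, Acumen) marks blocked Vif-driven A3G degradation.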
D2 PAM – positive allosteric modulators of human D2 dopamine receptor; AID 485347; 0.34% of 340,000 active; P14416; HEK293 T-REx D2, calcium flux, EC20 dopamine potentiation; potentiation, % at 10 µM;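 active = potentiation over 3 SD above the plate norm, cut at about 30% in these data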; note: 0% is about no effect
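Calcium flux readout, no-wash dye, 1 read/s. Inducible HEK293 Trex D2 line, overnight 30 C. Compound alone 180 s (agonist flags), then EC20 dopamine, another 180 s to score potentiation.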
GRP78 ERSR act – inducers of ER stress response in human glioma cells; Potency, µM, for the others: at the top dose activation, usual class: activators; AID 602332; 0.02% of 420,000 active; U87-MG GRP78 promoter luciferase reporter, 16 h; note: potency is the fitted concentration of half-maximal effect; series mostly up to about 76 µM; % of control where 0% means no effect; nearly all actives have a fitted effect of over 35% in size
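Stably transfected U87-MG human glioma cells carrying a GRP78-based luminescent sensor were seeded at 1000 cells/well, pin-dosed with compounds and incubated 16 h. Luciferase reagent was then added, and end-point luminescence was read after 10 min at room temperature.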
D1 agonist – human D1 receptor agonism. HEK293 T-REx D1 cells, calcium flux, agonist mode. activation, % at 2 µM. 1% of 360,000 active; in the data active = activation above about 30%; note: 0% is about no effect
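Agonism was scored from calcium flux recorded over 180 s (1 read/s) after pintool compound addition, following a 10-cycle baseline. Cells were inducible force-coupled HEK293 TREx D1, plated overnight at 30 C and loaded with no-wash calcium dye.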
D1 antag – antagonists of human D1 dopamine receptor; 3.2% of 360,000 active; activity change, negative = inhibition, % at 10 µM; HEK293 TREx D1 cells, calcium flux, dopamine EC80; active compounds read low; AID 504652; P21728; in the data active = activity change below about -30%; note: % is set by controls: 0 for no effect and ±100 for the full control effect
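Tetracycline-induced HEK293 Trex D1 cells, force-coupled to calcium, dye-loaded; compounds added and read 180 s, then EC80 dopamine added and calcium flux tracked kinetically another 180 s.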
LDHA inh – inhibitors of human lactate dehydrogenase A; P00338; purified LDHA, NADH/diaphorase-resazurin fluorescence; active compounds read low; activity change, % (values are at about 110 or 230 µM); 0.15% of 480,000 active; AID 1347041; in the data active = activity change below about -30%; inconclusive = mostly about -25% to -30%;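 note: plate controls were DMSO wells for no effect and wells without enzyme for full effect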
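Remaining NADH was detected by diaphorase (0.133 mg/mL) converting 37 µM resazurin to fluorescent resorufin, read at 0 and 20 minutes. The preceding 5-minute room-temperature reaction used 2 nM LDHA, 0.2 mM sodium pyruvate and 0.06 mM NADH at pH 7.4.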
RXFP1 agonist – activates the human relaxin receptor RXFP1. AID 2676. 0.3% of 370,000 active. Potency, µM (titrated, usually from 57.5 µM), inactives show top-dose activation, usual class: activators. Q9HBX9. HEK293T-RXFP1 cAMP TR-FRET, 30 min; response scale: percent of porcine relaxin response, buffer zero; note: potency is the fitted concentration of half-maximal effect; % is set by controls: 0 for no effect and ±100 for the full control effect; nearly all actives have a fitted effect of over 60% in size; many of its hits are not listed in these tables
Target sequence (Q9HBX9 whole entry, looked up): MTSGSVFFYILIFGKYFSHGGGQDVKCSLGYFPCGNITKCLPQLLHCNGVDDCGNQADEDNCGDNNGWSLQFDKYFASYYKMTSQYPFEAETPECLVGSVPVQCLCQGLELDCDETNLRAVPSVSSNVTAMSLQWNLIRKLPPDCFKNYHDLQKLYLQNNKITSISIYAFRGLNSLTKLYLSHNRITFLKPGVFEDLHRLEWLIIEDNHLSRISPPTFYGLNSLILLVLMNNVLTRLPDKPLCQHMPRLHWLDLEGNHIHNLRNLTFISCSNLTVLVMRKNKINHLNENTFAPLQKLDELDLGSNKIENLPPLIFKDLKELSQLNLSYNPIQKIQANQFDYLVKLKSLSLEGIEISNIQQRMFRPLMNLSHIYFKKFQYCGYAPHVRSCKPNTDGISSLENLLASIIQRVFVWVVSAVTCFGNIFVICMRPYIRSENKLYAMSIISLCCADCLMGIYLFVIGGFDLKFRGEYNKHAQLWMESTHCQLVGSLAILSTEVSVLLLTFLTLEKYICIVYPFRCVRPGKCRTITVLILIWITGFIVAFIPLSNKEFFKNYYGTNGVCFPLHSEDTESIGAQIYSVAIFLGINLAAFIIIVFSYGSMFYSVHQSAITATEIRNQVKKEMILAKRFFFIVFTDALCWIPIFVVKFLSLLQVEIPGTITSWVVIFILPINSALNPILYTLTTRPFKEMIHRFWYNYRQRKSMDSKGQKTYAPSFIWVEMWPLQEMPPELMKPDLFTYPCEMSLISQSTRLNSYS
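Agonist response is measured as cAMP accumulation in an RXFP1-transfected HEK293T line under PDE4 inhibition. Values are scaled between buffer-only and 29 nM porcine relaxin, and EC50s come from standard Hill equation fits.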
D1 potentiator – potentiators of human D1 dopamine receptor; HEK293 TREx D1 cells, calcium flux, dopamine EC20 potentiation; potentiation, % at 10 µM; 0.036% of 360,000 active; in the data active = potentiation above about 30%; note: 0% is about no effect
Starred values were filed as active, the others as inactive; ? = inconclusive; · = no result given; & = joins results of further samples. Unless noted, calls come from the whole dose curve; as a rule, active = well fitted curve in the direction sought with a large enough effect; inconclusive = small, poorly fitted or top-dose-only effect, or another doubt; inactive = no such curve, though single readings can be large; an effect the other way counts as inactive or inconclusive.

| structure | Vif-A3F inh | Vif-A3G inh | GRP78 ERSR act | D1 potentiator | RXFP1 agonist | LDHA inh | D1 antag | D2 PAM | D1 agonist |
| --- | --- | --- | --- | --- | --- | --- | --- | --- | --- |
| CC1CCCC/C1=N\Nc1ccc(S(N)(=O)=O)cc1[N+](=O)[O-] (centres undefined) | -3.4% | -2.9% | -4.0% | -2.7 | 0.2% | -4.7 | -30.1* | 10.0 | 6.0 |
| CC(C)c1nnc(NC(=O)c2ccc3ccccc3c2)s1 | -16.9% | -1.2% | -0.4% | 4.6 | -0.8% | -7.6 | 6.8 | 20.3 | 3.1 |
| CCOc1ccc(CNS(=O)(=O)c2ccc(-c3coc(C)n3)cc2)cc1OC | 3.4% | 3.0% | -6.5% | -4.8 | 1.8% | 0.6 | -3.5 | -12.2 | 6.5 |
| Cc1ccccc1NC(=O)COC(=O)/C=C/c1cn(-c2ccccc2)nc1-c1cccnc1 | -5.6% | -0.8% | -5.4% | -2.5 | 0.9% | -4.2 | 8.3 | 3.8 | 2.4 |
| COc1cc(/C=C2\SC(N)=NC2=O)ccc1OCC(=O)Nc1ccc(C)cc1 | -16.9% | 2.1% | 4.8% | -13.8 | -0.8% | -10.0 | -4.0 | -6.2 | 4.3 |
| c1ccc2c(c1)ncc1cccn12 | -2.2% | 1.4% | -1.5% | -6.8 | 4.3% | -7.7 | -5.4 | -5.8 | 0.4 |
| CC(=O)c1ccc(NS(=O)(=O)c2ccc(N/C=C/C(=O)c3ccc(F)cc3)cc2)cc1 | ? | 1.5% | 5.6% | -9.3 | 4.4% | -3.1 | -20.8 | -2.0 | 0.1 |
| O=c1cc(CN2CCN(C/C=C/c3ccccc3)CC2)c2cc(O)c(-c3ccccc3)cc2o1 | 1.2% | -0.8% | -1.8% | -3.5 | 0.5% | 2.2&-2.7 | 17.0 | 10.4 | 1.8 |
| COc1ccc(NC(=O)Cn2c(=O)n(Cc3ccco3)c(=O)c3sc4ccccc4c32)c(OC)c1 | -4.6% | -4.4% | -2.5% | -0.2 | ? | -2.4 | -8.7 | 5.8 | -0.1 |
| O=S(=O)(c1ccc(S(=O)(=O)N2CCC(O)CC2)cc1)N1CCCC1 | 0.7% | -0.5% | -3.0% | -7.8 | -1.0% | -6.2 | 14.0 | · | 1.8 |
| COCCOc1cc(NC(=O)CS(=O)(=O)CC(=O)N(C)C)c(Cl)cc1Cl | 12.8% | 2.9% | 1.8% | -1.4 | -1.8% | -14.3 | -1.2 | 7.8 | 0.0 |
| O=C(NC1CCN(Cc2ccccc2)CC1)c1cccc(S(=O)(=O)Nc2ccc(SC(F)F)cc2)c1 | -1.9% | 0.2% | -7.4% | · | · | 1.3 | · | · | · |
| COc1cccc(C(=O)/C=C/Nc2ccc(S(=O)(=O)Nc3cnc4ccccc4n3)cc2)c1 | 0.1% | -18.0% | 7.3% | -8.8 | -0.6% | -9.8 | 10.9 | 5.1 | 0.1 |
| CCN1CCN(CC(=O)Nc2ccc(Cl)c(Cl)c2)C(=O)C1=O | -8.0% | -4.6% | -2.2% | -2.1 | 1.9% | -10.6 | 3.1 | · | 0.7 |
| Clc1ccc(Nc2ncn[nH]2)cc1 | -4.2% | -5.5% | 2.9% | -2.6 | 1.9% | 0.0 | -17.0 | 10.7 | 5.7 |
| CCN(CC(=O)Nc1ccc(C(C)=O)cc1)CC(=O)Nc1ccc2c(c1)OCCO2 | -3.6% | -1.7% | -2.5% | · | · | -19.4 | · | · | · |
| OC(CNCc1ccc(Cl)cc1)C(F)(F)F (centres undefined) | 11.3% | 1.2% | 0.7% | -0.9 | -1.3% | 2.8 | · | 1.2 | -0.9 |
| CCN(C(=O)COC(=O)c1ccc2c(c1)OCO2)c1ccc(F)cc1 | 1.2% | -6.5% | -2.1% | · | · | -7.1 | · | · | · |
| CC(OC(=O)c1c(F)cccc1F)C(=O)NCCC1=CCCCC1 (centres undefined) | -3.8% | 0.6% | -1.5% | · | · | 1.6 | · | · | · |
| COc1ccc(CC(=O)N(c2ccccc2)c2nc(C)cs2)cc1 | -9.6% | 1.1% | -3.2% | 9.0 | 0.3% | -0.5 | 8.1 | -2.4 | 1.8 |
| COc1ccc(OC)c(CNS(=O)(=O)c2c(C)nc3scc(C)n3c2=O)c1 | -2.9% | 0.3% | -3.8% | -0.6 | 7.2% | -10.1 | 1.7 | -5.6 | 4.5 |
| CCCCOc1ccc(CNC(=O)Cc2ccc(NC(=O)N3CCCCc4ccccc43)cc2)cc1 | -0.4% | 3.5% | -1.3% | -1.1 | 2.2% | 0.8 | -15.5 | -0.1 | 5.8 |
| Cc1ccc(N/C(N)=N/c2nc3c(c(=O)[nH]2)CCCC3)c(C)c1 | -18.7% | ? | -4.5% | -7.6 | 1.1% | -19.6 | 3.7 | -0.7 | 1.0 |
| CCc1nc2c(c(=O)[nH]1)C1(CCCC1)Cc1ccccc1-2 | -9.8% | -0.9% | -1.8% | -0.1 | 11.2% | -6.9 | -2.7 | 13.3 | 2.2 |
| COc1ccc(C(NC(=O)c2ccc(=O)[nH]c2)C(=O)Nc2ccc(C(C)C)cc2)cc1 (centres undefined) | 11.1% | -13.0% | -5.8% | 2.8 | 1.8% | 0.8 | 0.1 | 26.2 | 2.9 |

The listing continues:
| structure | Vif-A3F inh | Vif-A3G inh | GRP78 ERSR act | D1 potentiator | RXFP1 agonist | LDHA inh | D1 antag | D2 PAM | D1 agonist |
| --- | --- | --- | --- | --- | --- | --- | --- | --- | --- |
| O=C1NC(Cc2ccccc2)c2nc3ccccc3c(=O)n2-c2ccc(Cl)cc21 (centres undefined) | · | · | · | 2.4 | -1.8% | · | 20.7 | 0.2 | 0.4 |
| COCCOC(=O)C1=C(C)NC(=O)NC1c1c(Cl)nc2c(C)cccn2c1=O (centres undefined) | · | · | · | -2.4 | 9.9% | · | -5.8 | -10.5 | 0.8 |
| Cc1ccc(N(CC(=O)Nc2c(C)n(C)n(-c3ccccc3)c2=O)S(C)(=O)=O)c(C)c1 | 10.3% | 0.5% | -3.3% | 1.1 | 2.8% | -9.6 | -1.9 | -1.5 | 1.9 |
| NC(=O)CC(NC(=O)Cc1ccc(Br)cc1)c1ccc(N2CCN(c3ccccc3)CC2)c([N+](=O)[O-])c1 (centres undefined) | 8.7% | 6.9% | -8.9% | 2.4 | -9.2% | -4.2 | -3.8 | 0.4 | 6.9 |
| COC(=O)c1ccc(OCC(O)CN2CCC(C)CC2)cc1 (centres undefined) | -5.6% | -1.9% | -1.8% | -4.5 | 2.0% | -2.3 | -2.0 | -8.7 | 1.9 |
| CCOC(=O)C1(CC)NC(c2ccco2)C2C(=O)N(C)C(=O)C21 (centres undefined) | 4.7% | 1.0% | -3.3% | -13.0 | 1.3% | -1.1 | -0.9 | 9.2 | -1.3 |
| Cc1ccc(C(=O)CCC(=O)OCc2nnc(-c3ccccc3)o2)cc1 | -14.4% | -0.2% | -0.4% | -4.2 | -0.1% | 0.3 | -9.1 | 6.1 | 14.1 |
| COc1ccc(NC(=S)N2CCCC2)c(OC)c1 | 3.5% | -0.7% | -3.1% | -1.5 | -0.3% | -10.3 | 8.0 | 14.1 | 0.5 |
| CCOC(=O)c1ccc(-c2c(C(=O)OCC)oc3cc(O)c(CC)cc3c2=O)o1 | 0.5% | 1.2% | -14.4% | -2.2 | 1.0% | -0.1 | -26.8 | 1.2 | 14.2 |
| COCc1nc2oc3ccc(F)cc3c(=O)c2cc1C(=O)OC | -15.2% | 0.3% | 8.1% | -7.1 | ? | -1.5 | -10.7 | 0.7 | 0.9 |
| Cc1cc(NS(=O)(=O)c2ccc(NC(=O)COc3cc(C)c(Cl)c(C)c3)cc2)no1 | -1.0% | -3.7% | -3.1% | 5.3 | 1.0% | 0.7 | -4.3 | · | 0.6 |
| CSc1ccc(C2C(C#N)=C(N)N(c3ccccc3)C3=C2C(=O)CCC3)cc1 (centres undefined) | -8.8% | -3.8% | -1.0% | 0.7 | -0.4% | 2.8 | -13.1 | 3.8 | -0.2 |
| Cn1cc([N+](=O)[O-])c(C(=O)N2CCN(Cc3ccc4c(c3)OCO4)CC2)n1 | 2.4% | -0.1% | -5.0% | -8.2 | 5.2% | -4.3 | -2.4 | 1.1 | 3.4 |
| Cc1ccc(S(=O)(=O)NCCC(c2ccccc2)c2ccco2)cc1 (centres undefined) | -0.1% | 0.7% | -6.8% | -6.3 | 2.6% | -3.7 | -6.0 | -5.5 | 5.9 |
| Nn1c(SCc2cccc(Oc3ccccc3)c2)nnc1C(F)(F)F | 1.3% | -5.6% | 5.8% | -1.5 | -0.1% | 1.8 | 7.8 | -8.4 | 3.2 |
| O=C(NCCCNC(=O)c1ccccn1)c1cccc(F)c1 | -9.0% | -4.6% | -2.8% | · | 2.8% | -8.7 | 7.3 | -0.9 | 6.4 |
| CC(=O)N1CC(C(=O)Nc2ccc3c(c2)OCO3)Oc2ccccc21 (centres undefined) | 7.0% | -6.5% | 4.7% | · | · | 22.1 | · | · | · |
| CCOC(=O)C1CCN(S(=O)(=O)c2ccc(NC(C)=O)c(Cl)c2)CC1 | 1.3% | -6.9% | -2.0% | -0.4 | -0.6% | -4.1 | -14.4 | 8.1 | 2.1 |
| CCN(CC)c1nc2c(c(=O)n(C)c(=O)n2C)n1CCCc1ccccc1 | -6.4% | -2.4% | -4.4% | -1.6 | 6.4% | -0.8 | 18.5 | 7.4 | 13.9 |
| CCN(CC)C(=O)c1nn(-c2ccc(OC)cc2)c(=O)c2c(N)scc12 | · | · | · | -4.0 | · | 16.1 | -11.6 | · | 2.5 |
| Cc1cc(=O)[nH]c(SCCCOc2ccc3c(c2)CCC3)n1 | -3.1% | 3.1% | -3.2% | -6.0 | 0.2% | 2.1 | -16.0 | -4.9 | 6.9 |
| COc1cc(OC)nc(NC(=O)CSc2nc3ccccc3o2)n1 | -5.7% | 0.2% | -1.9% | -2.6 | -1.6% | -6.5 | 10.9 | · | -0.3 |
| CCOC(=O)c1ccc(-n2c(CN3CCC(O)CC3)nc3ccc([N+](=O)[O-])cc3c2=O)cc1 | -27.5% | 0.1% | 2.0% | -2.9 | 1.9% | -0.5 | -9.6 | 19.5 | 0.3 |

An excerpt; rates above refer to the full screens.
